# Hck-Nef inh: inhibitors of human Hck kinase activated by Nef; 220,000 compounds, 0.68% hits; inhibition, % at 20 µM; P08631; AID 463187; Recombinant Hck-YEEI plus Nef, Z-Lyte FRET kinase assay;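 active = Hck-Nef kinase inhibition above about 50%, limit read from the data; inactive = inhibition below that limit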;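 note: 0% = DMSO with Hck plus Nef and 100% = Hck alone without Nef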
# Target sequence (P08631 whole entry, looked up): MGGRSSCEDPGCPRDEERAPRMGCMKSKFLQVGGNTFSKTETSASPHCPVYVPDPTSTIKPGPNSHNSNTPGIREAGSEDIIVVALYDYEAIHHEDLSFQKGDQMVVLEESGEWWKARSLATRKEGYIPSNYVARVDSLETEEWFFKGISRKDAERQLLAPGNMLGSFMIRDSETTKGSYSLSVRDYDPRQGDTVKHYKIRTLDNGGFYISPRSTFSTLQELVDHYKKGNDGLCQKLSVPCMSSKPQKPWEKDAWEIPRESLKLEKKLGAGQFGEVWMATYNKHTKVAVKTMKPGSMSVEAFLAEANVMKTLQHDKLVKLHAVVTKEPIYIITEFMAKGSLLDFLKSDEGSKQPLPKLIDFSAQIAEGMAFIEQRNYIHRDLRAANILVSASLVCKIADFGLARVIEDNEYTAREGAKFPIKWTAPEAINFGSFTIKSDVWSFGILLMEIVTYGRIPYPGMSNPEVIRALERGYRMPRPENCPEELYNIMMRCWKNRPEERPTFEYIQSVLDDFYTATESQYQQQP
# eIF4E-4G inh: eIF4E/eIF4G interaction inhibition in translation initiation; P63073+Q04637; inhibition, % at 21.7 µM; TR-FRET eIF4E-eIF4GI(517-606) binding, 2 h; 220,000 compounds, 0.37% hits;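 active = inhibition above about 30%, limit read from the data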;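 note: 0% = full FRET control wells and 100% = background wells lacking eIF4GI fragment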
# 14-3-3 Bad PPI: disrupts binding of bovine 14-3-3 zeta to phospho-Bad peptide. P63103. 220,000 compounds, 0.71% hits. inhibition, % at 21.7 µM. TR-FRET 14-3-3zeta/Dy647-pBad peptide displacement, 1 h;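 active = inhibition above about 70%, limit read from the data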;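 note: 0% = full 14-3-3 plus peptide FRET controls and 100% = background without 14-3-3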
# Target sequence (P63103 whole entry, looked up): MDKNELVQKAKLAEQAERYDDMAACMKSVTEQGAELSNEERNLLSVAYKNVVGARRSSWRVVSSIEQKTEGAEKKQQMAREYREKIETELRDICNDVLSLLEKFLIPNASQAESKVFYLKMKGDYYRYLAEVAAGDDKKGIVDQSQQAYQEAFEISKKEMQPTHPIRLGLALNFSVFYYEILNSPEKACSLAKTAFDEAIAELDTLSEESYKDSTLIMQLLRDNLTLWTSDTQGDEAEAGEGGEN
# PGE2 EP2 inh: inhibitors of human EP2 prostaglandin E2 receptor; AID 1422; C6 glioma cells expressing human EP2, cAMP TR-FRET; cells stimulated with saturating PGE2; P43116; 260,000 compounds, 0.52% hits; inhibition, % at 25 µM;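 active = percent inhibition above 40 after rounding to a whole number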;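 note: rat C6 glioma host cells with rolipram phosphodiesterase inhibitor present; the protocol text gives 20 µM as final concentration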
# m-calpain inh: blocks pig calpain II enzyme activity; purified calpain II, fluorogenic peptide substrate, 30 min; AID 1236; inhibition, % at 16 µM; 220,000 compounds, 0.37% hits;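 active = inhibition above about 50%, limit read from the data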
# zVAD death inh: blocks zVAD induced death of L929 cells. L929 zVAD necroptosis rescue, ATP luminescence, 24 h; with zVAD 60 µM. viability rescue, % at 10 µM. 220,000 compounds, 0.38% hits. AID 1377;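 active = activation, scaled between plate controls, above about 75%, limit read from the data; inactive = activation under that limit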;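 note: 0% = zVAD with DMSO and 100% = DMSO alone without zVAD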
# EP2 modulator: EP2 receptor (human) modulation; P43116; EP2-expressing cells, cAMP HTRF FRET, PGE2 co-stimulation; induction, % at 25 µM; 260,000 compounds, 0.83% hits; AID 940;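 active = compounds whose cAMP rise, as percent of the full-agonist control response, exceeds 60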;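 note: rat C6 glioma line stably carrying human EP2 under a CMV promoter; the protocol text gives 20 µM as final concentration; 100% = response of wells given 1 µM PGE2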
# Rad51 HR inh: Rad51 (human) homologous recombination inhibition | Q06609 | hRad51 DNA strand exchange, fluorescence dequenching | inhibition, % at 10 µM | 200,000 compounds, 0.085% hits | AID 1385;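 active = inhibition above 40% at the single screening dose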;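 note: 0% = DMSO control wells and 100% = blanks with heterologous ssDNA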
# Target sequence (Q06609 whole entry, looked up): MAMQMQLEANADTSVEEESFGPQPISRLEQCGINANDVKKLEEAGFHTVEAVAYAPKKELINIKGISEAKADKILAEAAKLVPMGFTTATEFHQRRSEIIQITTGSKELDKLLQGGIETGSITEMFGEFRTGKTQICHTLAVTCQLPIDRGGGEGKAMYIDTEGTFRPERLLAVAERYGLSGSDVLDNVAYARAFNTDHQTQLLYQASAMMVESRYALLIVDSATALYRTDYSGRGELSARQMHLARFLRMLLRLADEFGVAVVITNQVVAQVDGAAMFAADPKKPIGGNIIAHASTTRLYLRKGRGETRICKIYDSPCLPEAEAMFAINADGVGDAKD
#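 System: human Rad51 nucleoprotein filaments preassembled on unlabelled ssDNA. Reagent: labelled 47-mer dsDNA for strand exchange. Schedule: 30-min compound preincubation and 15-min exchange, both room temperature. Measured by: FRET fluorescence dequenching, excitation 485 nm, emission 520 nm. Read-out: Fluorescence-based percent inhibition, control- and blank-normalised. Benchmarks: plate controls and plate blanks.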
# TbHK1 inh: T. brucei hexokinase 1 inhibition | recombinant TbHK1, G6PDH-coupled NADH A340 | inhibition, % at 10 µM | 220,000 compounds, 0.11% hits | AID 1430;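 active = inhibition of 50% or more in the single-dose primary screen; inactive = inhibition below 50%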
# Active calls of the source: *; x = no result given; & = joins results of further samples; [ ] = remark or other dose. This is a subset, so the mix of outcomes need not match the whole.
SMILES,Hck-Nef inh,eIF4E-4G inh,14-3-3 Bad PPI,PGE2 EP2 inh,m-calpain inh,zVAD death inh,EP2 modulator,Rad51 HR inh,TbHK1 inh
COc1cccc(NC(=O)c2oc3ccc(S(=O)(=O)N4CCOCC4)cc3c2C)c1,6.6,2.2,12.9,3.5,8.7,0.0,-25.3,x,-8.4
Cc1ccc(C)c(N2CCN(C(=O)CCNC(=O)Cn3ccc4ccccc4c3=O)CC2)c1,5.1,-1.1,-11.9,10.1,15.9,2.0,10.4,-2.7,-4.6
Fc1cccc2sc(Nc3nnc(-c4ccco4)o3)nc12,7.0,4.5,4.5,18.2,-17.8,-0.5,-28.7,-0.4,-9.6
COC(=O)c1sc2ccccc2c1NC(=O)c1ccc(S(=O)(=O)N2CCCC(C)C2)cc1 (stereo not given),0.0,5.1,-3.0,30.9,-71.0,2.8,13.2,3.8,2.6
Cc1cc(N/N=C/c2ccc(Cl)cc2)nc(NCc2ccccc2)n1,2.3,-1.2,-2.7,2.3,18.6,4.7,-1.8,-1.0,-9.1
O=C(Nc1ccccc1)N1CCCC(c2nc(-c3ccc(F)cc3)no2)C1 (stereo not given),-1.3,-1.3,1.0,7.0,-2.2,-0.1,-48.8,-3.7,-0.8
O=C(COC(=O)/C=C/c1ccc([N+](=O)[O-])cc1)NC(c1ccccc1)c1ccccc1,2.8,2.9,-28.4,6.1,18.6,4.6,29.2,3.6,-3.4
CN(Cc1ccsc1)C(=O)CCc1nnc(Cc2c[nH]c3ccccc23)o1,25.4,2.5,-14.0,17.4,-185.3,-2.0,-53.3,-0.4,-4.9
O=C(COc1ccc(Cl)cc1)NNC(=O)CSc1nncs1,4.8,-1.4,-15.9,4.8,-27.8,1.9,12.4,3.8,2.9
O=C(Cn1nnc2ccccc21)c1ccccc1,-1.0,-9.8,-4.0,1.3,15.8,1.0,-8.7,12.6,7.2
COc1cccc(C2C(C#N)=C(N)Oc3cc(C)[nH]c(=O)c32)c1OC (stereo not given),1.2,-4.0,-7.2[fluorescence artefact?],x,6.1,0.8,21.6,x,-1.5
C=CCn1c(Cc2cccs2)nnc1SCC(=O)Nc1ccc(C(=O)OCC)cc1,2.4,-0.3,10.6,4.5,23.8,-0.1,18.8,-2.5,0.7
O=C(Cn1cc2c(n1)CCCC2)Nc1ccccc1Cl,-0.9,-1.6,-0.4[fluorescence artefact?],6.8,-17.5,1.6,-9.8,2.6,9.9
COC(=O)c1ccccc1NC(=O)CSc1nc2cccnc2n1C,11.7,-0.2,1.8,3.7,25.4,-1.7,-14.7,-5.7,4.4
Cc1nn(Cc2c(F)cccc2Cl)c(C)c1NC(=O)C1CC1,0.4,-4.5[fluorescence artefact?],-1.6,12.0,-4.3,0.4,10.9,2.6,1.9
CCSc1nnc(NC(=O)c2cc(C)oc2C)s1,-7.0,-20.2,-3.1,2.8,-33.6,0.3,-47.2,-2.4,-7.8
CCOc1ccc2nc(SCC(=O)Nc3ccc4c(c3)OCCO4)[nH]c2c1,-20.1,0.5,4.2,22.0,-28.9,0.1,-9.9,6.0,22.3
COc1cc([N+](=O)[O-])cc(/C=N/NC(=O)c2cc(-c3ccccc3)nc3ccccc23)c1O,-1.6,0.9,-15.5,3.2,-15.1,4.7,-0.5,x,-7.3
O=c1c(-c2ccc(Cl)cc2)[n+]([O-])c2ccccc2n1O,-3.9,-2.5,0.6,15.6,-21.9,0.8,37.7,0.7,3.0
Cc1ccc2[nH]c(=O)c3cc(C(=O)N(C)c4ccc(C)c(C)c4)sc3c2c1,20.1,-10.0,3.0,2.1,-60.2,0.8,0.4,12.7,-17.0
CCOc1ccc(Nc2ccc(N3C(=O)CCC3=O)cc2[N+](=O)[O-])cc1,18.9,-0.3,-16.3,1.2,7.8,1.4,-49.2,12.4,1.9
C/C(=N\Nc1ccc(F)cc1F)c1ccc(N2CCOCC2)cc1,24.4,-4.4,-4.2,6.2,-6.9,-0.1,-60.8,3.4,-23.3
Cc1cc(NC(=O)C2CCCCC2)n(-c2nc3ccccc3[nH]2)n1,0.0,-0.1,7.7,14.8,-28.4,-0.5,22.4,11.9,-0.2
C=CCNC(=O)CCCc1ccccc1,-0.6,2.8,-12.7,1.2,21.2,0.7,23.0,5.4,-0.3
CN1/C(=C\C=C(C#N)C#N)C(C)(C)c2ccccc21,20.5,-2.5,-6.3,8.1,-18.1,1.0,12.8,-474.0,-8.3
CC(C)(C)n1nc2c(c1NC(=O)Cc1ccc(F)cc1)CSC2,-1.1,-2.4[fluorescence artefact?],6.7,13.7,-132.3,0.7,-9.6,1.4,-1.2
O=C(CCCCCn1c(=O)[nH]c2ccsc2c1=O)NCc1cccs1,-5.0,2.5,-8.0,8.9,32.7,0.9,-17.8,-0.2,2.2
COc1ccc(-n2c3c(c(=O)[nH]c2=O)C(NS(=O)(=O)c2ccc(Cl)cc2)(C(F)(F)F)C(=O)N3)cc1 (stereo not given),24.9,1.3,2.3,6.1,-16.0,0.7,11.7,x,-8.9
CC1CCCC(C)N1/N=C/c1cc(Br)cc(Br)c1O (stereo not given),-0.2,-1.4[fluorescence artefact?],3.6[fluorescence artefact?],7.6,-23.9,1.2,-1.4,-2.4,-1.8
Clc1ccc(C2=NNC(=NCc3ccccc3)SC2)cc1,28.6,-0.2,-11.4,6.1,13.5,73.5,19.3,8.2,-6.3

# Single records, as listed above.
# `CC(C)(C)n1nc2c(c1NC(=O)Cc1ccc(F)cc1)CSC2` as listed: Hck-Nef inh: -1.1; eIF4E-4G inh: -2.4[fluorescence artefact?]; 14-3-3 Bad PPI: 6.7; PGE2 EP2 inh: 13.7; m-calpain inh: -132.3; zVAD death inh: 0.7; EP2 modulator: -9.6; Rad51 HR inh: 1.4; TbHK1 inh: -1.2
# `CCOc1ccc(Nc2ccc(N3C(=O)CCC3=O)cc2[N+](=O)[O-])cc1` as listed: Hck-Nef inh: 18.9; eIF4E-4G inh: -0.3; 14-3-3 Bad PPI: -16.3; PGE2 EP2 inh: 1.2; m-calpain inh: 7.8; zVAD death inh: 1.4; EP2 modulator: -49.2; Rad51 HR inh: 12.4; TbHK1 inh: 1.9
# `CN1/C(=C\C=C(C#N)C#N)C(C)(C)c2ccccc21` as listed: Hck-Nef inh: 20.5; eIF4E-4G inh: -2.5; 14-3-3 Bad PPI: -6.3; PGE2 EP2 inh: 8.1; m-calpain inh: -18.1; zVAD death inh: 1.0; EP2 modulator: 12.8; Rad51 HR inh: -474.0; TbHK1 inh: -8.3

# Continuation.
SMILES,Hck-Nef inh,eIF4E-4G inh,14-3-3 Bad PPI,PGE2 EP2 inh,m-calpain inh,zVAD death inh,EP2 modulator,Rad51 HR inh,TbHK1 inh
COc1ccc(N2C(=O)C3CCCN3C2c2ccc(C)cc2)cc1 (stereo not given),0.0,2.3,4.6[fluorescence artefact?],8.4,8.3,0.4,9.7,2.1,1.1
O=C(CC1C(=O)NCCN1Cc1c(F)cccc1Cl)NCCCn1cccn1 (stereo not given),12.3,-2.5,7.2,6.3,-15.4,-0.3,6.8,3.9,-10.4
CCc1nc(SCC(=O)N2CCC(Cc3ccccc3)CC2)c2c(=O)n(C)c(=O)n(C)c2n1,5.7,1.9,7.8,9.2,-12.7,0.8,-57.3,12.0,4.9
O=C(c1ccccc1Cl)N1CCn2c1nc1ccccc12,23.3,2.2,-9.2,8.0&11.4,-19.7,-0.8,14.4&21.9,-4.1,-3.5
COc1ccc(CN2C(=O)NC(C)(c3ccc(C)cc3)C2=O)cc1F (stereo not given),23.3,6.7,-17.5,3.7,-26.4,2.1,14.9,-5.3,0.9
CCN(CC)C(=O)Nc1ccccc1C,-16.4,0.4,-14.5[fluorescence artefact?],4.9,-19.0,-0.6,22.5,-10.2,0.8
Cc1c(C(=O)NCc2cccs2)oc2ccccc12,-0.1,-15.2,-14.3,5.5,-27.3,-0.3,-39.7,-5.5,-3.2
CCOC(=O)C1CCCN(C(=O)c2ccc(CNS(=O)(=O)c3ccc(C)cc3)cc2)C1 (stereo not given),2.3,-1.3,-2.3,7.3,25.4,-0.2,-5.1,x,6.7
CCCn1c(-c2cccs2)nc2ccccc21,0.2,-1.8[fluorescence artefact?],2.4,22.1,-135.6,2.3,13.5,-0.7,-7.3
CCOc1ccccc1COC(=O)c1cccc(-n2cnnn2)c1,-1.0,x,x,6.5,-0.9,-0.4,70.9*,-5.8,5.2
COc1cccc(N2CC(=O)N(c3cccc(OC)c3)CC2=O)c1,-7.1,-8.6,-8.4,15.2,-20.6,2.1,14.1,19.4,1.3
COc1ccc(C2C3=C(CCCC3=O)Nc3n[nH]c(C)c32)cc1OC (stereo not given),3.3,1.6,-6.5,8.3,-22.3,-0.8,-20.3,9.4,-47.4
O=C(COc1ccccc1)NCC(c1cccs1)N1CCOCC1 (stereo not given),4.1,-2.8,9.6,15.0,-8.2,-0.6,13.7,-4.6,-0.7
COc1ccc(NC(=O)C23CC4CC(C2)CC(c2ccccc2)(C4)C3)c(OC)c1,-0.1,0.2,-2.7,0.8,6.5,2.1,46.8,-11.3,-0.3
O=C1/C(=C\c2cccnc2)SC(=S)N1c1ccc(F)cc1,13.8,-5.7,-4.0,0.8,-21.4,1.4,-43.9,19.6,-5.2
CN(C)Cc1c(O)ccc2ccccc12,2.8,3.5,-4.6,5.7,-19.3,1.7,-21.7,-2.1,-3.3
CSC1=NCCN1C(=O)c1c(-c2c(F)cccc2Cl)noc1C,8.1,-2.5,-0.8,3.6,-2.4,-0.4,6.6,9.2,-3.8
O=C(CSc1nnc(CNc2ccc(F)cc2)n1Cc1ccco1)N1CCOCC1,-1.3,-3.6,12.9,13.8,-0.8,-0.1,-4.8,2.6,-4.8
CCCCCn1c(SCCN2CCOCC2)nc2c1c(=O)[nH]c(=O)n2C,0.2,4.0,9.5,10.2,-1.5,-0.2,9.8,6.0,9.5
CC(C)OC(=O)CCc1nc2ccccc2[nH]c1=O,-1.5,1.4,9.3,13.8,-48.7,0.0,10.5,-0.5,-18.8
Cc1cc(C)cc(NC(=O)CN2CCN(CCN=CC3=C(O)CC(C)(C)CC3=O)CC2)c1,0.2,0.6,10.2,-8.2,-5.3,0.6,-36.8,6.6,-1.6
CCCCN(CCCNC(=O)c1ccc2nc(N3CCOCC3)sc2c1)Cc1ccccc1,6.2,2.2,1.5,6.4,-6.0,-0.6,-12.3,6.7,7.3
CCCCN1C(=O)/C(=C2/Sc3ccccc3N2C)S/C1=N\c1ncn[nH]1,2.2,1.6,39.3,5.3,-77.9,3.9,4.4,-91.5,1.6
CC(CN1C(C)CCCC1C)OC(=O)c1ccccc1Cl (stereo not given),17.0,0.0,-2.2,6.9,14.0,-0.7,-1.3,4.6,-8.3
Cc1c(C)[n+](=O)c2c(n1[O-])C(Br)CCC2Br (stereo not given),7.2,5.7,26.2,7.4,1.0,0.1,-11.4,x,8.2
COc1ccc(N2CCN(Cc3oc(CO)cc(=O)c3O)CC2)cc1,-2.0,-0.8[fluorescence artefact?],-4.4[fluorescence artefact?],7.6,-15.8,0.6,15.3,-0.1,-5.9
Cc1onc(-c2ccccc2Cl)c1C(=O)OCN1C(=O)c2ccccc2C1=O,1.3,-6.7,-3.9,7.9,16.8,-0.2,57.5,-6.3,42.1
COc1ccc2c(c1)OC1=C(C(=O)CCC1)C2C1=C(O)CCCC1=O (stereo not given),0.9,-1.2,72.8*,7.2,-6.3,-0.2,-27.6,5.5,-10.1
O=c1[nH]cnc2c1c(-c1ccccc1)cn2-c1ccc(Br)cc1,1.1,3.9,2.6,7.2,2.2,1.2,8.8,15.1,-3.4
Cc1ccccc1NC(=S)N(C)Cc1cccs1,-0.6,-0.8,-11.5,6.5,23.0,0.2,-5.2,0.0,9.5
